# TLR9-MyD88 block = inhibitors of TLR9-MyD88 association in cells, primary screen, cell-based, CHO, BLA complementation, fluorescence. Toll-like receptor 9 (Homo sapiens) + Myeloid differentiation primary response protein …. CCF4 FRET ratio. AID 504734, 2011. inhibition, % at 4.98 µM. 340,000 compounds, 0.21% hits;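 active = inhibition above the mean over all tested compounds plus 3 SD, cut at about 21% in these data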;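 also: 0% = DMSO only wells and 100% = clavulanate BLA inhibitor control wells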
# C8 TRAIL sens = viability loss with TRAIL in NB7+C8 cells, primary screen, TRAIL sensitizer project, cell-based, ATPlite luminescence. inhibition (viability loss, TRAIL sensitization), % at 10 µM. AID 624354, 2012. 360,000 compounds, 1% hits;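 active = compounds causing at least 50% loss of cell viability in the single-dose screen, relative to plate controls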
# LRH-1 inv ag = LRH-1 (NR5A2) inverse agonists, primary screen, cell-based, luminescence, HEK293T, StAR-luciferase reporter; inhibition, % at 3.6 µM; Nuclear receptor subfamily 5 group A member 2 (Homo sapiens), O00482; 360,000 compounds, 0.13% hits; LRH-1 transfected, 24 h; AID 602396, 2012;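 active = inhibition above the mean inhibition of all tested compounds plus 3 SD, cut at about 73% in these data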;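 also: 0% = DMSO wells and 100% = reporter-only cells lacking LRH-1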
# TWEAK Fn14 block = inhibitors of TWEAK-Fn14 signaling, primary screen, luciferase reporter cells, uHTS. TWEAK-stimulated Fn14 reporter cells, luciferase luminescence, 8 h. 360,000 compounds, 2% hits. inhibition, % at 10 µM; in the data active = inhibition above about 50%
# SRC1 inh = SRC1 coactivator transcriptional activity inhibitors, primary screen, cell-based, luminescence; 360,000 compounds, 0.12% hits; HEK293 GAL4-SRC1 luciferase reporter; Nuclear receptor coactivator 1 (Homo sapiens), Q15788; inhibition, % at 3.6 µM; AID 588354, 2011;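 active = inhibition above the campaign mean plus 3 SD, with each screening campaign given its own cutoff, cut at about 60% in these data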;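 also: 0% = DMSO treated cells and 100% = gossypol at 36 µM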
# Target sequence (Q15788 whole entry, looked up, the tested form may be a part): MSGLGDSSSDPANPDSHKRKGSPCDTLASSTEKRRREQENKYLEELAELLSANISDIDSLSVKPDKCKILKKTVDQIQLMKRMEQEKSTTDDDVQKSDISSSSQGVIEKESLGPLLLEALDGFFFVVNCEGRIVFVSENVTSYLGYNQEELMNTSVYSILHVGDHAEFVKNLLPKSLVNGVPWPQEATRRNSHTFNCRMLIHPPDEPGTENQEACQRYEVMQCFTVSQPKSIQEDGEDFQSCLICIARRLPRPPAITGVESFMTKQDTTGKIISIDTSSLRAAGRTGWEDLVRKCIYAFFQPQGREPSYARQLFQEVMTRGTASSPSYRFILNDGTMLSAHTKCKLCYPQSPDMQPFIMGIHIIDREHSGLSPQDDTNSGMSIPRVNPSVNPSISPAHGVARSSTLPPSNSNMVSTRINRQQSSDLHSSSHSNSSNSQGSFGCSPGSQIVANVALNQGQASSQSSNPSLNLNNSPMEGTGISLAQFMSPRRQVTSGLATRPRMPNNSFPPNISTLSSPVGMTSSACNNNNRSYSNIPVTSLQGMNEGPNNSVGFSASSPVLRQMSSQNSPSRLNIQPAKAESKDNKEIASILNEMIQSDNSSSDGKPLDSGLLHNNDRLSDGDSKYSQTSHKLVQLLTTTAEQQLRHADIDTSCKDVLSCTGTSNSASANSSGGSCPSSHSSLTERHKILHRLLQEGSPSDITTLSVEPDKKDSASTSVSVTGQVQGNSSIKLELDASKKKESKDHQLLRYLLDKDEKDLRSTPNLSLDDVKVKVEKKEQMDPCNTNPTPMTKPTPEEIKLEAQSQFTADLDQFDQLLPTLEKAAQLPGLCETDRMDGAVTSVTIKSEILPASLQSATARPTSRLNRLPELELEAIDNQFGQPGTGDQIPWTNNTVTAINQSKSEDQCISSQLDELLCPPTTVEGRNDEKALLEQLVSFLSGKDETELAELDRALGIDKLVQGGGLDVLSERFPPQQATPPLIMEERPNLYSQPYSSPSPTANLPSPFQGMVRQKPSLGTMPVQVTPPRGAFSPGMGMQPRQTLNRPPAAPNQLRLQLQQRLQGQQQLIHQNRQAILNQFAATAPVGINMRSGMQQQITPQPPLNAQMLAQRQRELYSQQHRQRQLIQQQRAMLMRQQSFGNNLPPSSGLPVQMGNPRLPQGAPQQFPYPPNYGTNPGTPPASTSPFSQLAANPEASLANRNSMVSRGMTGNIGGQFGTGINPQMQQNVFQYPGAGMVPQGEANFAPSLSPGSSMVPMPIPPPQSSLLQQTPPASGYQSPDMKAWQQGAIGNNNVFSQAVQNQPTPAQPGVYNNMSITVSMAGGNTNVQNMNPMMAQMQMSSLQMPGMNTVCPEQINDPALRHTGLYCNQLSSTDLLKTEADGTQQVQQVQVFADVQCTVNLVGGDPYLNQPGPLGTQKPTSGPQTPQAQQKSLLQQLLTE
# TROY signal inh = inhibitors of TROY-driven NF-kB signaling, primary screen, Q293 LMP1-TROYcd cells, NF-kB luciferase, uHTS | Q293 LMP1-TROYcd NF-kB luciferase reporter, 4 h | inhibition, % at 10 µM | 360,000 compounds, 0.98% hits | AID 1347056, 2019;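 active = compounds whose plate-normalised and pattern-corrected inhibition of the luciferase reporter signal at the single screening dose is 50% or more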
# COUP-TFII inh = NR2F2 transcriptional activity inhibitors, primary screen, cell-based, luciferase reporter, HEK293T, luminescence; HEK293T NGFI-A luciferase reporter; inhibition, % at 8.6 µM; 370,000 compounds, 0.7% hits;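 active = inhibition above a per-plate cutoff, mean inhibition of test wells between control levels plus 3 SD, cut at about 38% in these data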;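 also: cells cotransfected with COUP-TFII expression vector driving the NGFI-A reporter; 0% = median of COUP-TF2 test wells and 100% = reporter-only cells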
# EBV LMP1 NFkB = EBV LMP1-driven NF-kappaB luciferase reporter inhibitors, primary screen, cell-based, luminescence, single point; AID 504558, 2011; inhibition, % at 12.5 µM; LMP1-induced NF-kappaB luciferase reporter cells; 350,000 compounds, 0.69% hits; in the data active = inhibition above about 41%;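 also: 0% = neutral control wells and 100% = reference inhibitor control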
# NCOA3 inh = SRC3 coactivator transcriptional activity inhibitors, primary screen, cell-based, luminescence; Nuclear receptor coactivator 3 (Homo sapiens), Q9Y6Q9; HEK293 GAL4-SRC3 luciferase reporter; inhibition, % at 3.6 µM; 360,000 compounds, 0.17% hits; AID 588352, 2011;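 active = inhibition above a per-campaign cutoff, the mean of all compounds plus 3 SD, cut at about 60% in these data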;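 also: 0% = DMSO-treated cells and 100% = gossypol-treated cells at 36 µM; higher means less SRC3-driven luciferase light from the GAL4 reporter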
# NOD2 RIPK2 PPI = NOD2-RIPK2 binding disruptors in cells, primary screen, fluorescence, CHO cells, BLA complementation | 360,000 compounds, 0.38% hits | CCF4 ratio | inhibition, % at 4.98 µM | AID 624267, 2012; in the data active = inhibition above about 21%;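 also: 0% = vehicle only and 100% = reference blocker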
# NCOA2 inhibitor = inhibition of GAL4-SRC2 driven luciferase reporter, primary screen, SRC2 inhibitor project, cell-based, luminescence. HEK293 GAL4-SRC2 luciferase reporter. inhibition, % at 9 µM. 370,000 compounds, 0.17% hits. AID 651957, 2012;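 active = inhibition above the mean inhibition of all tested compounds plus 3 SD, set per campaign, cut at about 52% in these data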;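 also: 0% = DMSO treated cells and 100% = cells given Gossypol at 36 µM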
# * = called active by the depositor; · = no result given. Only part of the results is shown. The share of hits here may be higher or lower than overall.
SMILES,TLR9-MyD88 block,C8 TRAIL sens,LRH-1 inv ag,TWEAK Fn14 block,SRC1 inh,TROY signal inh,COUP-TFII inh,EBV LMP1 NFkB,NCOA3 inh,NOD2 RIPK2 PPI,NCOA2 inhibitor
O=C(Nc1cccc(S(=O)(=O)Nc2ccc(Cl)cc2)c1)c1cc2c(s1)CCCC2,0,23,19,84*,-6,41,6,9,24,-8,14
CCOC(=O)Cn1c(COc2ccccc2OC)[n+](C)c2ccccc21,·,9,-3,-12,-6,-14,6,·,12,-12,-26
COc1ccc(NC(=O)C2(S(=O)(=O)c3ccc(C)cc3)CC2)cc1,2,-1,14,9,2,-3,-7,1,-32,-7,7
CC1=C(C(=O)N(C)C)CC(CC(=O)NCCN2CCOCC2)C(=O)N1Cc1ccc(F)cc1 (stereo unspecified),8,8,0,5,-47,12,6,-1,-11,-2,8
COCC(C)NC(C(=O)Nc1ccc(C)c(Cl)c1)c1ccccc1 (stereo unspecified),3,3,-18,-18,12,-24,6,8,25,-6,-11
O=C(NC(=S)NCc1ccco1)c1ccc([N+](=O)[O-])cc1,9,0,31,12,-3,-12,6,-6,5,-10,-32
CCC(C)c1ccc(S(=O)(=O)N2CCN(C(=O)CN3C(=O)NC(C)(C4CC4)C3=O)CC2)cc1 (stereo unspecified),-5,-9,5,13,10,3,-9,-9,-15,3,22
CCc1noc(C)c1C(=O)N1CCOCC1,-4,-5,-22,2,-5,-6,2,0,12,-1,4
COc1ccc(C(=O)Oc2cc(/C=N/NC(N)=S)ccc2OC)cc1,-11,9,-1,14,-20,-8,-1,1,-2,4,-1
COc1cccc(CC2(CO)CCCN(Cc3ccc(CO)o3)C2)c1 (stereo unspecified),-17,-58,6,-6,-7,-12,18,-7,8,-3,-42
Cc1nc(NC(=O)COC(=O)/C=C/c2ccco2)c(Cl)cc1Cl,-1,5,-27,8,-2,-6,-14,-4,2,1,9
Cc1cc(NC(=O)c2cc(CC(C)C)on2)no1,2,2,-30,-3,-46,-53,-12,-24,-41,4,-25
CC(=O)Nc1ccc(Oc2nc(C(F)(F)F)nc3ccccc23)cc1,12,9,-1,-3,-23,-9,-1,-2,3,0,-22
O=[N+]([O-])c1cc(/C=N/N/C(=N/c2ccccn2)c2ccccn2)ccc1O,6,5,-77,-5,-60,-31,-20,-11,-29,-8,-62
O=C(CSc1nccc(=O)[nH]1)Nc1ccc(N2CCOCC2)cc1,0,2,56,-3,14,6,5,-5,6,10,-21
COc1ccc(NC(=O)CC2SC(=NCc3ccccc3OC)NC2=O)cc1 (stereo unspecified),6,15,6,11,10,6,4,-3,12,7,1
CSCCC(NC(=O)c1ccccc1)C(=O)NCCc1ccc2c(c1)OCCO2 (stereo unspecified),1,8,-18,0,-6,6,11,3,28,-6,12
CC(=O)Nc1ccc(C(=O)N(C2=NC(C)CS2)c2ccc(Cl)cc2)cc1 (stereo unspecified),8,1,4,-5,-3,-11,-25,2,-12,1,-30
CC1(C)NC(=O)N(CC(=O)N2CCN(c3cccc(C(F)(F)F)c3)CC2)C1=O,7,3,-6,-26,-5,-24,15,2,0,1,3
COCC(=O)NCCSc1c(C)[nH]c2ccccc12,-2,-8,-20,-23,4,16,-22,-22,-4,1,-2
Cc1ccc(N(CC(=O)N/N=C/c2cc(C)n(-c3ccccc3C)c2C)S(C)(=O)=O)cc1,3,-15,19,3,7,-8,-10,-6,2,9,5
Cc1nc(SCC(=O)N2CCN(c3ccccc3)CC2)c2oc3ccccc3c2n1,-1,10,-9,52*,-10,24,4,1,25,3,-3
O=C(CSc1nnc(Cc2cccs2)n1Cc1ccco1)Nc1cc(Cl)cc(Cl)c1,3,9,1,5,5,24,-5,0,1,-10,-11
CCN1C(=O)[C@H]2[C@@H](c3ccc(C)cc3)N3C(=O)N(c4cccc(F)c4)C(=O)[C@@]3(Cc3ccc(Cl)cc3)[C@H]2C1=O,4,3,4,8,3,-20,7,2,-14,-36,0

# Some of these compounds in order of count of non-hydrogen atoms, smallest number first.
SMILES,TLR9-MyD88 block,C8 TRAIL sens,LRH-1 inv ag,TWEAK Fn14 block,SRC1 inh,TROY signal inh,COUP-TFII inh,EBV LMP1 NFkB,NCOA3 inh,NOD2 RIPK2 PPI,NCOA2 inhibitor
COCC(=O)NCCSc1c(C)[nH]c2ccccc12,-2,-8,-20,-23,4,16,-22,-22,-4,1,-2
O=[N+]([O-])c1cc(/C=N/N/C(=N/c2ccccn2)c2ccccn2)ccc1O,6,5,-77,-5,-60,-31,-20,-11,-29,-8,-62
O=C(CSc1nnc(Cc2cccs2)n1Cc1ccco1)Nc1cc(Cl)cc(Cl)c1,3,9,1,5,5,24,-5,0,1,-10,-11

# Eleven compounds out of the list, sorted by molecular weight, low to high.
SMILES,TLR9-MyD88 block,C8 TRAIL sens,LRH-1 inv ag,TWEAK Fn14 block,SRC1 inh,TROY signal inh,COUP-TFII inh,EBV LMP1 NFkB,NCOA3 inh,NOD2 RIPK2 PPI,NCOA2 inhibitor
O=C(NC(=S)NCc1ccco1)c1ccc([N+](=O)[O-])cc1,9,0,31,12,-3,-12,6,-6,5,-10,-32
COc1cccc(CC2(CO)CCCN(Cc3ccc(CO)o3)C2)c1 (stereo unspecified),-17,-58,6,-6,-7,-12,18,-7,8,-3,-42
O=C(CSc1nccc(=O)[nH]1)Nc1ccc(N2CCOCC2)cc1,0,2,56,-3,14,6,5,-5,6,10,-21
COCC(C)NC(C(=O)Nc1ccc(C)c(Cl)c1)c1ccccc1 (stereo unspecified),3,3,-18,-18,12,-24,6,8,25,-6,-11
Cc1nc(NC(=O)COC(=O)/C=C/c2ccco2)c(Cl)cc1Cl,-1,5,-27,8,-2,-6,-14,-4,2,1,9
COc1ccc(C(=O)Oc2cc(/C=N/NC(N)=S)ccc2OC)cc1,-11,9,-1,14,-20,-8,-1,1,-2,4,-1
O=[N+]([O-])c1cc(/C=N/N/C(=N/c2ccccn2)c2ccccn2)ccc1O,6,5,-77,-5,-60,-31,-20,-11,-29,-8,-62
Cc1nc(SCC(=O)N2CCN(c3ccccc3)CC2)c2oc3ccccc3c2n1,-1,10,-9,52*,-10,24,4,1,25,3,-3
O=C(Nc1cccc(S(=O)(=O)Nc2ccc(Cl)cc2)c1)c1cc2c(s1)CCCC2,0,23,19,84*,-6,41,6,9,24,-8,14
Cc1ccc(N(CC(=O)N/N=C/c2cc(C)n(-c3ccccc3C)c2C)S(C)(=O)=O)cc1,3,-15,19,3,7,-8,-10,-6,2,9,5
CCC(C)c1ccc(S(=O)(=O)N2CCN(C(=O)CN3C(=O)NC(C)(C4CC4)C3=O)CC2)cc1 (stereo unspecified),-5,-9,5,13,10,3,-9,-9,-15,3,22

# Next part
SMILES,TLR9-MyD88 block,C8 TRAIL sens,LRH-1 inv ag,TWEAK Fn14 block,SRC1 inh,TROY signal inh,COUP-TFII inh,EBV LMP1 NFkB,NCOA3 inh,NOD2 RIPK2 PPI,NCOA2 inhibitor
O=C(Nc1cccc(S(=O)(=O)N2CCOCC2)c1)c1ccccc1[N+](=O)[O-],-6,5,-7,14,-11,12,4,0,-13,9,-35
CSCc1nc2scc(-c3ccccc3)c2c(=O)[nH]1,1,-5,5,14,2,1,-30,-5,15,-16,7
COc1ccc(/C=N\NS(=O)(=O)c2ccc(C)cc2)cc1COc1ccccc1[N+](=O)[O-],-6,-4,-7,-2,-10,26,3,3,0,3,24
CCN(CC)CCOC(=O)c1ccc(NC(=O)c2ccc(Cl)c(S(=O)(=O)N3CCCCCC3)c2)cc1,0,9,6,-15,-3,23,22,6,3,13,3
N#Cc1c(Nc2ccc(F)cc2)sc(C(=O)c2ccc(F)cc2)c1N,3,-17,19,-4,3,-13,5,18,12,8,2
O=C(O)c1cc(S(=O)(=O)N2CCN(c3ccccn3)CC2)ccc1Cl,2,6,8,1,-79,4,-2,-7,-2,-3,9
COc1cccc(Nc2nnc(SCC(=O)N3CCOCC3)s2)c1,-5,9,-20,-11,-21,-21,3,-8,0,-6,-22
CCN1C(=O)/C(=C\c2cn(-c3ccccc3)nc2-c2cccnc2)SC1=S,0,26,-2,-22,-4,-13,8,-9,15,-12,5
C(=N\n1cnnc1)/c1ccccc1OCCOc1ccccc1,14,4,-2,-3,-2,·,-11,-4,-17,0,-27
COC(=O)c1ccc(OC(C)C(=O)c2ccc(C)cc2)cc1 (stereo unspecified),0,-4,2,-10,6,-7,7,1,0,10,-6
O=S(=O)(c1ccccc1)N(CC(O)CN1CCCCC1)c1ccccc1 (stereo unspecified),-1,14,-3,16,-6,-6,-2,2,19,-3,-1
Cc1ccc(-n2ncc3c(=O)n(CC(=O)NCC4CCCO4)cnc32)cc1 (stereo unspecified),1,-6,-11,-12,0,21,-21,5,0,-8,-17
Cc1c(NS(=O)(=O)c2cc(C(=O)NCCc3ccc(F)cc3)cc(Cl)c2Cl)c(=O)n(-c2ccccc2)n1C,3,5,-22,8,-2,-9,2,-2,0,-1,-2
COc1ccc(C(c2nnnn2Cc2cccs2)N2CCN(c3ccccc3F)CC2)cc1 (stereo unspecified),-3,4,1,7,-2,22,-8,-4,0,2,-19
CCOC(=O)c1c(CN2CCN(c3ccccc3)CC2)oc2ccc(O)cc12,0,7,6,-5,-5,8,18,-8,-21,3,10
O=C(CNC(=O)c1ccco1)Nc1ccc(Br)cc1,-6,-4,-56,-60,-47,-49,-23,-11,-45,-2,-80
O=C(COC(=O)/C=C/c1cccs1)Nc1nc(-c2cccc(Br)c2)cs1,9,15,-60,-27,-39,-38,-15,-17,-37,6,-41
NS(=O)(=O)c1cccc(NC(=O)COC(=O)c2ccc(S(=O)(=O)N3CCOCC3)cc2)c1,7,-5,1,0,7,10,-6,3,10,-5,-2
CCCN1C2CCCC1CC(NC(=O)c1cccc(OC)c1)C2 (stereo unspecified),-9,0,0,33,1,10,-3,2,1,3,-1
O=C(COc1ccc(Cl)cc1)Nc1ccc2oc(-c3ccncc3)nc2c1,-10,16,-23,16,4,-12,-16,0,11,-2,-8
CC(=O)C1=C(O)C(=O)N(c2ccc(O)cc2)C1c1ccc(F)cc1 (stereo unspecified),2,-4,7,-4,15,16,3,·,13,-16,4
COc1ccc(CNC(=O)c2ccc[nH]2)cc1Cl,2,-5,-14,12,-16,-4,-9,-1,16,-1,-36
CCN(CC(=O)Nc1c(F)cccc1F)C(=O)C1CCN(C(=O)c2ccc(F)cc2)CC1,0,-5,8,4,-7,12,-2,-7,-3,-4,10

# Assay outcomes deposited in PubChem by several laboratories.
